D2 antag = antagonists of human D2 dopamine receptor; P14416; HEK293 TREx D2 cells, calcium flux, dopamine EC80; inhibition, % at 10 µM; hit rate 2% among 340,000; AID 485344; in the data active = inhibition above about 30%; note: 0% is about no effect
Target sequence (P14416 whole entry, looked up): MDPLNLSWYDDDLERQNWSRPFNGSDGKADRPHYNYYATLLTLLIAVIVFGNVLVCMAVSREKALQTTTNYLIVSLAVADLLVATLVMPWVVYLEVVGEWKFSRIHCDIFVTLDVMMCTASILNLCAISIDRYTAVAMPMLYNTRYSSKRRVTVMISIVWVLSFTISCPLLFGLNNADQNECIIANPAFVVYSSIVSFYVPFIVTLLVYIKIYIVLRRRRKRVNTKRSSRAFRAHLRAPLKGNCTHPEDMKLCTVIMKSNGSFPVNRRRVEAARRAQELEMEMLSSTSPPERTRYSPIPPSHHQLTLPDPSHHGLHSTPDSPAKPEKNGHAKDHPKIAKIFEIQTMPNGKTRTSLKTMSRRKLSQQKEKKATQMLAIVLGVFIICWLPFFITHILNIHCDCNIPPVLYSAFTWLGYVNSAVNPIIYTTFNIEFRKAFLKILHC
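Calcium flux kinetic readout in an inducible HEK293 TREx D2 line plated overnight at 30 C. After 180 s compound exposure, an EC80 dopamine challenge follows with another 180 s kinetic read to detect antagonism.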
D2 PAM = positive allosteric modulators of human D2 dopamine receptor; P14416; HEK293 T-REx D2, calcium flux, EC20 dopamine potentiation; potentiation, % at 10 µM; hit rate 0.34% among 340,000; AID 485347;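 active = potentiation over 3 SD above the plate norm, cut at about 30% in these data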; note: 0% is about no effect
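Tetracycline-induced HEK293 T-REx cells force-coupled to calcium signalling expressed D2; compounds were pin-added after a 10 s baseline, read kinetically 180 s, then an EC20 dopamine challenge followed with a further 180 s calcium read.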
D1 agonist = agonists of human D1 dopamine receptor; P21728; HEK293 T-REx D1 cells, calcium flux, agonist mode; activation, % at 2 µM; hit rate 1% among 360,000; note: 0% is about no effect
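Tetracycline-induced HEK293 TREx D1 cells, force-coupled to calcium signalling, were dye-loaded with a no-wash calcium kit. Compound was pin-added after a 10 s baseline. Fluorescence was read kinetically at 1 cycle/s for 180 s, with calcium rises flagged as agonism.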
RXFP1 antagonist = RXFP1 (human) relaxin receptor antagonism; HEK293-RXFP1, relaxin-stimulated cAMP HTRF, 30 min; hits give low values; activity change, negative = inhibition, % at 57.5 µM; hit rate 0.59% among 350,000;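 active = activity change of -60% or lower, but not beyond a set lower limit; inconclusive = change between -60% and -40%, or beyond the set limit; inactive = change above -40%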; note: % is set by controls: 0 for no effect and ±100 for the full control effect
D2 agonist = agonists of human D2 dopamine receptor. P14416. HEK293 T-REx D2 cells, calcium flux agonist mode. activation, % at 2 µM. hit rate 0.53% among 340,000. AID 485358;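 active = activation over 3 SD above normal in the single-dose calcium agonist read, cut at about 30% in these data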; note: 0% is about no effect
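In this primary screen, compounds producing a positive calcium signal within 180 s of addition to tetracycline-induced, force-coupled HEK293 Trex D2 cells are flagged; cells are dye-loaded with a no-wash calcium kit beforehand.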
D1 antagonist = antagonists of human D1 dopamine receptor | AID 504652 | hit rate 3.2% among 360,000 | activity change, negative = inhibition, % at 10 µM | P21728 | HEK293 TREx D1 cells, calcium flux, dopamine EC80; hits give low values; in the data active = activity change below about -30%; note: % is set by controls: 0 for no effect and ±100 for the full control effect
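Using tetracycline-induced force-coupled D1 Hek293 cells and a calcium dye, signals were followed for 180 s after compound, then for 180 s after EC80 dopamine, to detect inhibitors.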
TRHR PAM = allosteric enhancers of human TRH receptor | TRHR cells, fluo-8 calcium fluorescence, EC20 TRH enhancement | hit rate 0.66% among 360,000 | P34981 | enhancement, % at 2 µM; in the data active = enhancement above about 30%; note: 0% is about no effect
Target sequence (P34981 whole entry, looked up): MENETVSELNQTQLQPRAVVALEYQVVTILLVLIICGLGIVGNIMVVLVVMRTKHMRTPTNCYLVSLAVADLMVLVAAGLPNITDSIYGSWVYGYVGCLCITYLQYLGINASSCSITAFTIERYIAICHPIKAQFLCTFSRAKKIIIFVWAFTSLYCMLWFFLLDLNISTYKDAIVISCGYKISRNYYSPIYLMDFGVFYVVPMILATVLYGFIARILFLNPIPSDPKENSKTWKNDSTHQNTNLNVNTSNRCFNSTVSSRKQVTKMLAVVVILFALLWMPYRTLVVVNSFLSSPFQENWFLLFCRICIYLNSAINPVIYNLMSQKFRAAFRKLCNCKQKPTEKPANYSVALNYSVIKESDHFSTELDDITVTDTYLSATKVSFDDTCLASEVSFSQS
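Enhancer read-out: after compound pinning and an initial kinetic agonist-mode read, an EC20 of TRH (10 nM final) was injected and fluo-8 calcium signal (Ex 480/Em 530) followed at 1 s/cycle for 100 cycles in TRHR-expressing cells.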
TRHR ag = activates the human TRH receptor | TRHR cells, calcium flux fluo-8, FDSS agonist mode | hit rate 0.18% among 360,000 | activation, % at 2 µM; note: 0% is about no effect
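Steps: seed TRHR cells overnight; add fluo-8 no-wash Ca dye, RT 30 min–1.5 h; record 10 s baseline; pin-transfer compounds; monitor fluorescence 1 cycle/s for the agonist window. Calcium increases flag candidate agonists.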
D1 PAM = human D1 dopamine receptor positive modulation; P21728; HEK293 TREx D1 cells, calcium flux, dopamine EC20 potentiation; potentiation, % at 10 µM; hit rate 0.036% among 360,000; in the data active = potentiation above about 30%; note: 0% is about no effect
Active calls of the source: *; ? = inconclusive; . = not tested or not shown. Cut-off read from the data, not from the text of the source, unless noted: active = activation above about 30%; inactive = the rest.

SMILES | D2 antag | D2 PAM | D1 agonist | RXFP1 antagonist | D2 agonist | D1 antagonist | TRHR PAM | TRHR ag | D1 PAM
CCOc1cc(CNCCc2ccccc2)ccc1OCC(=O)NC(C)(C)C | -3 | 8 | 122* | 0 | -0.4 | -4 | -3 | -0.9 | -3
Cc1ccc(NC(=O)CSc2ccc3nnc(-c4cccnc4)n3n2)cc1 | 13 | -8 | 1 | 0 | 0.2 | -9 | 0 | -0.6 | 1
COc1ccc(CCNS(=O)(=O)c2ccc(F)cc2)cc1OC | 2 | 9 | 8 | -35 | -0.3 | -10 | -4 | -1.2 | -6
COc1ccc(C(=O)Nc2cc(Cl)ccc2OC(=O)c2ccc(OC)cc2)cc1 | 4 | 5 | 2 | -5 | -1.2 | 4 | -2 | 0.3 | -1
COc1cc(OC)c(C(=O)Nc2cccc(C(C)=O)c2)cc1OC | -1 | 0 | 2 | -2 | 0.3 | -2 | 4 | -0.3 | 1
CCN(CC(=O)Nc1ccc(NC(C)=O)cc1)C(=O)c1ccc2c(c1)OCCO2 | 0 | -5 | 6 | 1 | -0.5 | -12 | 6 | 1.1 | -3
CCOc1ccc(C(=O)C[n+]2cccc3cc(C)ccc32)cc1 | 1 | 17 | -1 | 9 | -2.8 | 3 | -4 | 0.7 | 4
O=C(/C=C/c1ccco1)Oc1cc(Br)cc(/C=N/NC(=O)c2ccccc2O)c1 | 6 | -1 | 12 | ? | 2.6 | -35* | 5 | 3.7 | -10
S=C(Nc1cccc(Cl)c1)Nc1cccc2cnccc12 | 8 | 4 | 10 | . | -2.0 | -1 | -4 | -2.2 | -13
COc1ccc(C(=O)Nc2nnc(Cc3ccc(OC)c(OC)c3)s2)c(OC)c1 | -2 | 1 | 6 | 6 | 0.1 | -5 | -2 | 0.0 | 3
Cc1ccc(C)c2[nH]c(=O)c(CCNC(=O)C(C)(C)C)cc12 | -3 | 5 | 0 | . | -0.2 | -17 | -1 | -0.4 | 0
CN1CCC(N(C)C(=O)/C(C#N)=C/c2ccc(OC(F)F)cc2)CC1 | 8 | -1 | 1 | 3 | 0.6 | 20 | 6 | 0.2 | -4
CCCC1C2C(=O)N(c3ccccc3OCC)C(=O)C2ON1c1ccccc1 (stereo not drawn) | -11 | -3 | -1 | 7 | -0.8 | -9 | -3 | 0.6 | 0
COc1ccc(N2CC(C(=O)OC(C)C(=O)c3ccccc3)CC2=O)cc1 (stereo not drawn) | 4 | -2 | 3 | -10 | -0.3 | -12 | 3 | 0.5 | 0
Cc1nn(C)c(C)c1/C=N/O | 0 | 23 | 2 | -3 | -1.6 | -6 | 13 | -0.6 | 2
COC(=O)C1=C(C)N(CC2CCCO2)C(=O)C1 (stereo not drawn) | -5 | -7 | 11 | -3 | 0.4 | 16 | -3 | 0.1 | -4
COCCNC(=S)N1CCN(c2nc(-c3ccc(Cl)cc3)cs2)CC1 | -5 | 3 | 0 | -26 | -1.5 | -2 | -2 | 0.0 | -9
CC1CCC(NC(=O)COC(=O)CSc2ccc(C(N)=O)cc2[N+](=O)[O-])CC1 (stereo not drawn) | 9 | -3 | 0 | -10 | 0.1 | -2 | 5 | 0.0 | -7
CCOC(=O)C1CCN(c2c(Nc3cc(C)cc(C)c3)c(=O)c2=O)CC1 | -11 | -17 | 5 | -19 | -2.8 | -16 | -8 | -0.9 | -2
CC(C)c1nn2c(=O)cc(COC(=O)c3cccc(NC(=O)c4cccs4)c3)nc2s1 | . | -5 | 2 | -25 | 13 | 1 | -4 | -0.1 | 0
Fc1ccccc1C1c2[nH]c3ccccc3c2CCN1CCCn1cccn1 (stereo not drawn) | 6 | 18 | 2 | 7 | 0.3 | -4 | 8 | -1.5 | -3
O=C(CN1CCN(CCOCCO)CC1)N1c2ccccc2Sc2ccc(Cl)cc21 | -5 | -3 | 0 | -3 | -0.2 | -6 | 9 | -0.4 | 2
CCC(C(=O)NC1CCCCCC1)n1nc(C)c2c(C)n(-c3ccccc3)nc2c1=O (stereo not drawn) | -9 | 5 | 1 | 9 | -0.9 | -1 | 0 | 0.6 | -1
Cc1oc(-c2cccs2)nc1CS(=O)CC(=O)NCc1ccc2c(c1)OCO2 (stereo not drawn) | -4 | -4 | 2 | -9 | 0.2 | -1 | -8 | -0.6 | 2
O=C1NCC(O)=C1C=NCCO | -13 | -1 | 1 | . | 0.8 | 8 | 12 | 0.7 | -2
Cc1ccccc1CN(c1ccc(C(=O)NCc2cccnc2)cc1)S(C)(=O)=O | 13 | -7 | 4 | 1 | 0.3 | -27 | 3 | 0.7 | -3
NS(=O)(=O)c1ccc(NC(=S)Nc2ccc(C(=O)N3CCCCC3)cc2)cc1 | 5 | 2 | 1 | 10 | 1.1 | -4 | 0 | 0.2 | 0
Cc1ccc(S(=O)(=O)c2nc(-c3cccc(Cl)c3)oc2NCc2ccccc2)cc1 | . | 5 | 8 | . | . | 10 | 5 | 1.7 | 0
O=S(=O)(Nc1ccc(N2CCOCC2)cc1)c1cc(Cl)ccc1Cl | . | . | 0 | -10 | . | 5 | -4 | 0.2 | -13
OCCNc1nc(Nc2ccc(Cl)c(Cl)c2)nc2ccccc12 | -24 | 4 | 8 | -7 | -0.2 | 11 | 1 | 1.8 | -15
CC(NC(=O)C(=O)N/N=C\c1ccc([N+](=O)[O-])cc1)c1ccccc1 (stereo not drawn) | -5 | -8 | 2 | -12 | -1.1 | -14 | 0 | -0.3 | -5
O=C(COC(=O)c1nn(-c2ccccc2)c(=O)c2ccccc12)NC1CCS(=O)(=O)C1 (stereo not drawn) | -10 | 4 | 1 | -8 | -1.3 | 4 | 1 | -0.1 | -2
Cc1ccc2nc3c(cc(C#N)c(=N)n3Cc3cccnc3)c(=O)n2c1 | -6 | 4 | 0 | . | 1.2 | -1 | -4 | 0.4 | -2
COc1ccc(Cc2nc3ccc(S(=O)(=O)N4CCOCC4)cc3[nH]2)cc1 | 5 | 21 | 4 | -11 | 0.2 | -9 | -4 | 0.1 | 0
CCCNC(=O)CSc1n[nH]c(=O)n1CCc1ccccc1 | -5 | 9 | 2 | 1 | -0.7 | 2 | 12 | -0.9 | -8
O=C(O)CN1C(=O)/C(=C\c2cccc(OCc3ccccc3)c2)SC1=S | -5 | -3 | 2 | 7 | -0.9 | -2 | -1 | 0.1 | -11
O=C(O)CCC(=O)NCC(=O)c1ccc(F)cc1 | -13 | 12 | 4 | 1 | -2.1 | 12 | 12 | -0.3 | -1
CN1CCN(C(=O)C2CCCCC2C(=O)O)CC1 (stereo not drawn) | -13 | -7 | 5 | 6 | 0.4 | 5 | -2 | -0.2 | .
Cc1ccccc1CC1(CO)CCCN(Cc2c(C)nn(C)c2Cl)C1 (stereo not drawn) | 2 | 3 | 17 | 5 | -0.6 | -33* | -2 | -0.5 | -5
O=C(CN(C(=O)CSc1nnc(COc2ccccc2)o1)c1ccc(F)cc1)NC1CCCC1 | -3 | 9 | 3 | 3 | 0.7 | -1 | -12 | 0.7 | -8
COc1ccc(C(C(=O)NCCC(C)C)N(CCO)C(=O)c2snc(C(N)=O)c2N)cc1 (stereo not drawn) | 5 | -3 | 2 | -5 | 1.0 | -2 | 0 | 0.4 | -3
COc1cc2ccccc2cc1C(=O)Nc1ccc2oc(=O)ccc2c1 | 8 | 3 | 3 | -8 | 0.3 | 1 | 8 | 0.4 | 2
Cc1ccc(-n2c(SCc3nc4ccccc4[nH]3)nnc2-c2ccncc2)cc1 | . | . | 0 | 0 | . | -1 | 19 | -0.1 | 3
CCCCCn1c(=O)[nH]c2cc(C(=O)NCCN3CCC(C)CC3)ccc2c1=O | 8 | -27 | 3 | 12 | 8.8 | -12 | 1 | 0.3 | -2
CON/C=C(\C=Nc1ccccc1)c1ncc(C(F)(F)F)cc1Cl | -4 | 34* | 2 | 5 | 1.2 | -4 | -7 | -1.0 | 3
O=C(O)c1ccc(S(=O)(=O)NCc2ccc3c(c2)OCO3)cc1 | 12 | 6 | 3 | 2 | -0.4 | -5 | 0 | -0.3 | -4
O=C(CN1C(=O)C2C3CC(C(Br)C3Br)C2C1=O)OCC(=O)c1cccc([N+](=O)[O-])c1 (stereo not drawn) | -20 | -4 | 5 | ? | 4.0 | -7 | -2 | -0.2 | 1
O=C(OCC(=O)N1CCN(c2ccccc2)CC1)c1ccccn1 | -12 | -3 | 1 | 5 | 0.4 | -1 | -7 | 0.1 | -8
CC(C)CN1C(=O)C(=O)N(CC(=O)N(C)CC(=O)Nc2ccc(Cl)c(C(F)(F)F)c2)C1=O | -59 | 10 | 1 | 6 | 0.0 | -3 | 3 | 0.3 | -9
O=C(CSCc1nc2scc(-c3cccs3)c2c(=O)[nH]1)Nc1ccccn1 | 5 | 6 | 2 | -13 | 5.8 | 8 | 13 | -0.5 | 1

New compounds follow
SMILES | D2 antag | D2 PAM | D1 agonist | RXFP1 antagonist | D2 agonist | D1 antagonist | TRHR PAM | TRHR ag | D1 PAM
CCCCn1c(SCC(=O)/C(C#N)=C(\C)N)nc2ccccc2c1=O | -1 | 9 | 1 | -16 | 0.1 | -6 | 10 | 0.3 | 1
COc1ccc(S(=O)(=O)N2CCN(C(=O)[C@@H]3CCC(=O)N3C3OC(=O)c4ccccc43)CC2)cc1 (stereo partly drawn) | 52* | -4 | 1 | 5 | -0.2 | -26 | 0 | 0.3 | -7
COc1ccc(/C=C/C(=O)O)cc1COc1ccccc1C | 15 | -1 | 4 | 9 | 0.4 | -8 | 1 | 0.6 | -7
O=C(/C=C/c1cnc2ccccc2n1)NC1CCCCCC1 | -3 | 2 | 0 | -3 | 8.2 | 6 | 4 | 0.1 | -3
N#Cc1ccccc1NC(=O)c1cc(=O)c2ccccc2o1 | 3 | 2 | 2 | -3 | -1.2 | 4 | -6 | -0.5 | 1
CCOC(=O)c1cnc(SCc2ccc(C)cc2)nc1N | -4 | -2 | 5 | -21 | -1.6 | -9 | -3 | -0.4 | -6
CN(C)C(=S)NC(=O)C(c1ccccc1)c1ccccc1 | -4 | 2 | -2 | 1 | -0.4 | . | 0 | -0.3 | 3
O=C1NCC(COCc2ccco2)O1 (stereo not drawn) | -1 | -12 | 2 | -24 | -0.1 | -3 | 2 | 0.8 | -1

Some of the entries so far, tab-delimited:
canonical_smiles	D2 antag	D2 PAM	D1 agonist	RXFP1 antagonist	D2 agonist	D1 antagonist	TRHR PAM	TRHR ag	D1 PAM
CCOC(=O)c1cnc(SCc2ccc(C)cc2)nc1N	-4	-2	5	-21	-1.6	-9	-3	-0.4	-6
COc1ccc(S(=O)(=O)N2CCN(C(=O)[C@@H]3CCC(=O)N3C3OC(=O)c4ccccc43)CC2)cc1 (stereo partly drawn)	52*	-4	1	5	-0.2	-26	0	0.3	-7
CCCCn1c(SCC(=O)/C(C#N)=C(\C)N)nc2ccccc2c1=O	-1	9	1	-16	0.1	-6	10	0.3	1
CN(C)C(=S)NC(=O)C(c1ccccc1)c1ccccc1	-4	2	-2	1	-0.4	.	0	-0.3	3

Assay outcomes as filed in PubChem BioAssay.
